# Assay outcomes (PubChem BioAssay)
# GALK inh – qHTS Assay for Inhibitors of Human Galactokinase (GALK) | Purified GALK, Kinase-Glo residual ATP luminescence | Potency, µM (series often up to 57.5 µM), without a hit: at the top dose activity change, negative = inhibition, hits mostly inhibitors | hit rate 0.007% among 270,000; note: potency is the fitted concentration of half-maximal effect
# Target sequence (P51570 whole entry, looked up): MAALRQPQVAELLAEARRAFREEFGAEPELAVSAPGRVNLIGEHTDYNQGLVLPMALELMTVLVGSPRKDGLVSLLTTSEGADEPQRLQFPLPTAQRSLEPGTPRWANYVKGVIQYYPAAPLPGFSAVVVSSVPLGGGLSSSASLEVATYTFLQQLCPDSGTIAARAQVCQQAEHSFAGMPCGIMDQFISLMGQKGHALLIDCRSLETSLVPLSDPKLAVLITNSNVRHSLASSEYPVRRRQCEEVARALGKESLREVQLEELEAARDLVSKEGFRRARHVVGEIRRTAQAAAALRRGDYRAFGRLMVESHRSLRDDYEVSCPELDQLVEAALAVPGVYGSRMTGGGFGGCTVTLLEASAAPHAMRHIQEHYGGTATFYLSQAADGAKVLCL
#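 Luminescence from leftover ATP (Ultra-Glo luciferase/luciferin) served as read-out after a 1 h room-temperature reaction of 5 nM GALK with 35 uM ATP and 100 uM galactose.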
# USP2a block – qHTS Assay for Inhibitors of Ubiquitin-specific Protease USP2a Using CHOP2 as the Reporter; AID 463254, 2010; Potency, µM (doses to about 38.3 µM), inactives show at the top dose activity change, negative = inhibition, hits mostly inhibitors; hit rate 0.01% among 330,000; USP2 core, Ub-CHOP2 coupled fluorogenic reporter, 485/531; Ubiquitin carboxyl-terminal hydrolase 2 (Homo sapiens), O75604;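 note: potency is the fitted concentration of half-maximal effect; plate controls were DMSO wells for no effect and full inhibition by NEM control for full effect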
#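 Deubiquitinase activity read as fluorescence (485/531 nm) after Ub-CHOP2 cleavage activates the enterokinase reporter on its substrate; USP2 core 10nM, Ub-CHOP2 and substrate 25nM each, 30min compound preincubation then 60min RT; data normalized to NEM, curves fitted.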
# Giardia kill – Small Molecules that selectively kill Giardia lamblia: qHTS | Giardia lamblia trophozoite viability | hit rate 0.15% among 340,000 | activity change, % at 7.66 µM, hits read low; in the data active = activity change below about -80%; inconclusive = between about -30% and that limit;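 note: parasites exposed to compound for two days anaerobically before the ATP read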
#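 Giardia trophozoites, 100 cells per well, were exposed to compounds for 48 hrs at 37 deg C under anaerobic conditions; viability was then read as ATP content by bioluminescence after 15-30 min at room temperature.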
# KCNH2 3.1 inh – qHTS for Inhibitors of KCHN2 3.1: Mutant qHTS; U2OS KCNH2 3.1, thallium flux FluxOr; active compounds read low; activity change, % (tested at about 1.8 µM); hit rate 0.95% among 340,000; AID 720553, 2013;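 active = maximum activity change below -70%; inconclusive = maximum activity change from -70% to -50%; inactive = maximum activity change above -50%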;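 note: thallium influx rate constant from kinetic fluorescence after stimulation buffer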
#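 Channel expression came from 3.1 mutant virus (1.77 x 10^8 /mL) applied to suspended U2OS cells for 4 h. Flux was tracked with FluxOr dye plus Red40 quencher, and kinetic rate constants normalized to controls.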
# FBPA coupling cs – qHTS Assay for Inhibitors of Fructose-1,6-bisphosphate Aldolase from Giardia Lamblia: Coupling assay counterscreen; coupling enzyme system counterscreen, AmpLite Red fluorescence; activity change, negative = inhibition, % at 58.2 µM, hits read low; hit rate 0.67% among 290,000; AID 2472, 2010; in the data active = activity change below about -30%
#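 Activity here indicates interference with the coupling reaction, not aldolase inhibition. Compounds at 57.5 uM final met coupling enzymes for 10 min at RT; substrate and AmpLite Red detection followed, with a 525/598 nm fluorescence read after 20 min.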
# BCR signal inh – qHTS Assay to Find Inhibitors of Chronic Active B-Cell Receptor Signaling; ABC-DLBCL IkBa-CBG/CBR reporter, luminescence ratio, 4 h; Potency, µM (highest dose often 46.1 µM), for the others: at the highest dose ratio change, negative = lower green/red ratio, actives largely listed as inhibitors; hit rate 0.05% among 340,000; AID 493014, 2011; active = well fitted inhibition curve with a large enough effect in the signal ratio, with a control signal flat, not every such curve was filed as active; inconclusive = small, poorly fitted or top-dose-only effect, or effect the other way, or a change in a side signal; the % refers to the signal ratio;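 note: potency is the fitted concentration of half-maximal effect; plate controls were basal doxycycline-induced cells for no effect and cells given 10 µM MG132 for full effect; MG132 reads +100%, hits lower the ratio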
#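 Concentration-response series (up to 46 uM) were applied to TMD8 dual-reporter cells for 4 h at 37C with doxycycline. Green/red ratio, after filter-overlap correction, defined %Activity; red signal alone was normalised to basal cells and zero luminescence.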
# hERG WT inh – qHTS for Inhibitors of KCHN2 3.1: Wildtype qHTS; U2OS, BacMam KCNH2, thallium flux FluxOr; active compounds read low; activity change, % at 1.84 µM; hit rate 0.37% among 340,000; AID 720551, 2013;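 active = maximum activity change below -70%; inconclusive = maximum activity change between -70% and -50%; inactive = maximum activity change above -50%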
#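 U2OS cells were transduced with wild-type KCNH2 virus (2.03 x 10^8 / mL) for 4 h at room temperature, then cultured overnight at 37 C. Thallium flux was read with FluxOr dye. Rate constants were normalized to DMSO controls.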
# uPA generation – qHTS for Inhibitors of Cell Surface uPA Generation | cell surface uPA generation assay, qHTS | Potency, µM (series often up to 38.3 µM), for the others: at the highest dose activity change, negative = inhibition, actives largely listed as inhibitors | hit rate 0.31% among 330,000 | AID 540303, 2011; active = well fitted inhibition curve with a large enough effect; inconclusive = small, poorly fitted or top-dose-only effect; inactive = no such curve, though single readings can be large or run the other way; tested in mouse RAW 264.7 cells; note: potency is the fitted concentration of half-maximal effect; nearly all actives have a fitted effect of over 55% in size
# B2AR arrestin – qHTS assay of beta-arrestin-biased ligands of beta2-adrenergic receptor. beta-arrestin recruitment to beta2AR, cell-based reporter. hit rate 0.02% among 330,000. Potency, µM (highest dose often 46.1 µM), inactives show top-dose activation, usual class: activators;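 note: potency is the fitted concentration of half-maximal effect; 0% = DMSO controls and full agonism = EC100 isoproterenol or metaproterenol; nearly all actives have a fitted effect of over 65% in size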
# Eya2 phos inh – qHTS Assay for Inhibitors of the Phosphatase Activity of Eya2 | Protein phosphatase EYA2 (Homo sapiens), O00167 | hit rate 0.006% among 330,000 | recombinant Eya2, OMFP fluorescence dephosphorylation (OMFP is methylfluorescein phosphate) | Potency, µM (doses to about 76.9 µM), for inactives: at the top dose activity, negative = inhibition, actives largely listed as inhibitors; note: potency is the fitted concentration of half-maximal effect
#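 Eya2 (0.2 uM) preincubated 10 min at ambient with compound, then OMFP substrate added at 50 uM; 10 min reaction in 50 mM HEPES pH 7.5, 50 mM NaCl, 5 uM MgCl2, 0.05% BSA, 1 mM DTT. Fluorescence read at Ex 485/Em 525 nm.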
# PKM2 act – qHTS Assay for Activators of Human Muscle isoform 2 Pyruvate Kinase | hit rate 0.34% among 260,000 | Potency, µM (top dose mostly 57.5 µM), without a hit: at the highest dose activation, most hits filed as activators | purified PKM2, Kinase-Glo ATP luminescence, activation; response scale: 0% is enzyme alone, no compound | AID 1631, 2009 | Pyruvate kinase PKM (Homo sapiens), P14618; note: potency is the fitted concentration of half-maximal effect; nearly all actives have a fitted effect of over 55% in size
# Target sequence (P14618 whole entry, looked up, canonical isoform): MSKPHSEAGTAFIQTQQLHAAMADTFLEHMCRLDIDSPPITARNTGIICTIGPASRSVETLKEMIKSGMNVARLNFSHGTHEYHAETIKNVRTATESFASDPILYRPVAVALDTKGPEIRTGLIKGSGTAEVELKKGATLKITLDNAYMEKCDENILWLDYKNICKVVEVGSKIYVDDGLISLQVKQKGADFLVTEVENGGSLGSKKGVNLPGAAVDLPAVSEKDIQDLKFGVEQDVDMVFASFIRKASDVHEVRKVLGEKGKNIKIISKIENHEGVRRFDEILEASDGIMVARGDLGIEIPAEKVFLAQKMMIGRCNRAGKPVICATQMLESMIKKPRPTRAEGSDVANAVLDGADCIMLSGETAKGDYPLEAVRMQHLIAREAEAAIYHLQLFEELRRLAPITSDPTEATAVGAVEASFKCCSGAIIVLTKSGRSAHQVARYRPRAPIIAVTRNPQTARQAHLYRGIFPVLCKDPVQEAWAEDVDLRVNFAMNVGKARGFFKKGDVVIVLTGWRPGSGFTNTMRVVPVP
#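 Purified hPK-M2 (>95%) run at intermediate activity with 0.1 mM ADP and 0.5 mM PEP in 50 mM imidazole pH 7.2, KCl, MgCl2; 1 h room temperature. ATP formed read by Kinase-Glo luminescence; normalized to uninhibited and no-enzyme controls.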
# * = called active by the depositor; u = inconclusive; x = not tested or not shown; [ ] = dose if it differs, or a comment. Unless noted, calls come from the whole dose curve; as a rule, active = well fitted curve in the direction sought with a large enough effect; inconclusive = small, poorly fitted or top-dose-only effect, or another doubt; inactive = no such curve, though single readings can be large; an effect the other way counts as inactive or inconclusive. Unless noted, % is set by controls: 0 for no effect and ±100 for the full control effect. Rows were taken by chance; about 2.4% have a hit in one of these screens.
SMILES,GALK inh,USP2a block,Giardia kill,KCNH2 3.1 inh,FBPA coupling cs,BCR signal inh,hERG WT inh,uPA generation,B2AR arrestin,Eya2 phos inh,PKM2 act
CC(C)CC(NC(=O)C(CC(C)C)NC(=O)OC(C)(C)C)C(N)=O (stereo not given),-0.1%,-0.8%,-1.8,3.6,-4.1,0.8%,2.7,7.8%,-0.4%,-5.3%,-12.9%
CC(=O)N1CCN(CC(=O)Nc2c(Cl)cc(Cl)cc2Cl)CC1,-0.6%,0.2%,-10.0,-4.4,2.8,9.3%,-2.8,4.3%,-0.2%,1.4%,-1.3%
CC1C(=O)N2CCCc3cc(NC(=O)C4CCCCC4)cc1c32 (stereo not given),x,1.6%,9.7,21.7,x,u,-2.9,-18.5%,6.5%,-8.2%,x
O=C(/C=C/c1ccco1)NC(=S)Nc1ccc(Cl)cn1,-0.5%,-1.0%,11.8,-13.5,-2.3,u,-22.2,-1.4%,-0.6%,-4.0%,1.9%
COc1ccc(Br)cc1C(=O)NCc1cccnc1,-1.2%,0.2%,-14.5,-10.4,-0.1,7.0%,-1.4,-5.8%,-1.0%,23.5%,-9.1%
CSc1ccccc1NC(=O)c1onc(C)c1Cl,4.4%,0.0%,8.2,10.4,3.0,-33.2%,-4.2,-19.5%,-0.6%,-4.0%,-11.2%
COc1cccc(OC)c1C(=O)OCC(=O)Nc1ccc(OC(F)(F)F)cc1,-2.9%,0.4%,-8.4,-6.8,-3.2,u,-6.1,-0.5%,-0.3%,-40.4%,-7.4%
CN1C(C)(C)CC(NC(=O)c2ccco2)CC1(C)C,-0.4%,1.5%,-0.7,1.4,-5.5,1.6%,21.5,-7.4%,-0.5%,11.4%,0.6%[0.46 µM]
CN(C)CC(CCC(CN(C)C)C(O)(c1ccccc1)c1ccccc1)C(O)(c1ccccc1)c1ccccc1 (stereo not given),0.1%,-0.4%,2.9,-1.7,3.0,u,1.6,-16.9%,0.3%,0.6%,x
COc1ccccc1C(c1nnnn1C(C)(C)C)N1CCN(C(=O)c2ccco2)CC1 (stereo not given),3.4%,-3.5%,21.0,19.4,0.9,5.9%,4.3,-4.4%,-0.5%,-1.0%,2.4%
CCOc1ccccc1C(=O)NC(C)c1ccc(-n2ccnc2)cc1 (stereo not given),-1.1%,1.2%,-16.7,x,3.6,u,17.6,-0.9%,-0.7%,1.0%,-2.7%
CCCC(=O)N1CCC(Cc2ccccc2)CC1,-1.0%,-0.8%,11.5,9.0,3.0,3.0%,-0.6,-19.3%,-0.1%,-11.7%,-1.6%
O=C(CN1CCN(c2ccccc2)CC1)N1CCN(c2ccccc2)CC1,4.8%,-1.2%,-17.2,-17.2,0.2,-0.3%,14.4,3.7%,0.1%,8.8%,-2.8%
CCC(CC)C(=O)Nc1cccc(C(=O)NCc2ccco2)c1,0.6%,-0.9%,4.0,-4.0,0.8,2.9%,-15.4,1.0%,-0.3%,5.8%,u
Cc1ccc(CNC(=S)NC2CCC(C(C)(C)C)CC2)cc1 (stereo not given),-4.3%,-5.1%,0.4,-16.7,0.3,-8.9%,9.7,-9.5%,-0.7%,-20.1%,0.4%
O=C(NC(=S)Nc1ccccc1Cl)c1csnn1,3.6%,2.6%,11.4,-6.1,-6.5,u,-8.4,-3.8%,0.3%,-2.3%,-4.5%
O=C(COc1ccc([N+](=O)[O-])cc1)Nc1ccc2c(c1)nc1n2CCOC1,1.7%,4.9%,-2.2,-8.2,-2.4,u,7.7,-3.1%,0.0%,7.0%,x
Cc1ccc(CCC(=O)Nc2ccc(Br)cc2)o1,-4.1%,2.8%,-29.8,1.8,-0.3,-0.4%,4.7,u,0.1%,-5.2%,0.0%
CCC(=O)c1ccc(OCC(=O)OCC(=O)Nc2ccc3c(c2)OCCO3)cc1,x,0.7%,2.7,-2.2,x,u,-1.8,2.9%,-0.2%,-5.7%,x
CCOc1ccc(-n2c(SCC(=O)Nc3ccccc3CC)nc3n[nH]c(C)c3c2=N)cc1,-2.9%,3.4%,x,x,0.4,u,x,x,0.6%,4.8%,3.2%
O=C(CCc1ccc(S(=O)(=O)N2CCOCC2)cc1)NCCc1ccccn1,0.4%,-2.5%,-9.5,4.9,0.2,3.6%,2.6,6.9%,-0.1%,-8.3%,0.0%
CCC(CC)C(=O)NCc1cccnc1,-0.8%,2.4%,-14.9,-8.4,-0.7,3.5%,-8.3,-8.1%,0.0%,4.3%,-31.8%
COc1cccc(NC(=O)CN2CCSc3ccccc32)c1,-1.5%,-1.0%,-2.0,-14.1,-0.2,u,-21.0,x,-0.2%,-11.5%,9.5%
CCC(C)c1ccccc1N1CC(C(=O)N2CCN(S(=O)(=O)c3ccccc3Br)CC2)CC1=O (stereo not given),x,0.1%,18.1,15.3,x,-1.5%,-4.9,-3.3%,-0.9%,32.3%,x
C[C@H](CO)N1C[C@H](C)[C@@H](CN(C)C)Oc2c(NS(=O)(=O)c3cn(C)cn3)cccc2C1=O,x,1.5%,-13.9,2.8,x,2.9%,-1.8,7.1%,-1.0%,-2.4%,x
CCCCCNC(=O)CSC1=N/C(=C\c2ccc(Cl)c(Cl)c2)C(=O)N1CC,-2.7%,2.8%,-3.3,10.8,-0.4,u,-8.2,3.4%,-0.8%,6.4%,-1.0%
O=C(COC(=O)/C=C/c1ccc(F)cc1)Nc1nnc(-c2ccccc2)o1,x,-3.9%,4.5,-21.8,x,-0.3%,-5.3,15.6%,-0.1%,-19.9%,x
CCCCN(C(=O)CCCc1nc2ccccc2c(=O)[nH]1)c1c(N)n(CCCC)c(=O)[nH]c1=O,4.6%,-0.1%,5.7,-3.6,x,-4.0%,-6.3,1.5%,-0.7%,-2.1%,-3.8%
Cc1ccc(S(=O)(=O)N2CCN(C(=O)COC(=O)CNC(=O)c3ccccc3)CC2)c(C)c1,x,2.2%,7.9,-4.9,x,u,-5.1,5.0%,-0.5%,15.3%,x
CCS(=O)(=O)Nc1cccc(-c2cn3c(n2)SCC3)c1,1.1%,2.6%,u,-26.0,0.0,-1.8%,-1.4,11.6%,-0.2%,4.4%,-1.6%[0.46 µM]
COc1ccccc1N1CCN(CC(=O)c2c(N)n(C)c(=O)n(C)c2=O)CC1,-3.0%,1.3%,1.5,15.6,-0.3,-3.1%,13.6,-8.9%,0.0%,7.5%,-0.8%
Cc1cccc(C)c1NC(=O)CN(C)CC(=O)Nc1sc2c(c1C(N)=O)CCC2,x,0.5%,-17.5,8.7,x,u,5.3,5.2%,-0.3%,0.3%,x
Cc1cccc(NCC(=O)N/N=C/c2cccc(Br)c2)c1,3.3%,-1.8%,-6.0,-4.3,-11.3,-0.2%,7.2,24.7%,-0.1%,4.2%,0.2%
O=C(CN1C(=O)NC2(CCCc3ccccc32)C1=O)N1CCCCC1 (stereo not given),x,3.9%,-1.0,1.6,x,-4.3%,-25.8,1.0%,0.7%,-22.7%,x
O=C(NNC(=O)C1CC(c2cccs2)=NO1)Nc1ccc(Cl)cc1 (stereo not given),-2.1%,-3.4%,-2.5,-12.6,x,0.3%,-1.9,5.7%,-0.8%,-2.2%,2.8%
COc1ccc(N=CC2=C(O)c3ccccc3C2=O)cc1,0.7%,2.9%,-14.2,0.1,-1.1,u,-2.4,-17.1%,-0.2%,1.3%,-33.4%
CSc1ccccc1NC(=O)N1CCC(CO)(CC2CCCCO2)CC1 (stereo not given),1.4%,2.6%,-6.9,7.1,3.4,-1.0%,-0.5,-1.2%,0.0%,-3.9%,-3.5%
CC(=O)c1cccc(OCc2cc(C(=O)N3CCSCC3)no2)c1,5.6%,1.6%,4.3,x,x,u,6.5,-4.3%,-1.1%,9.8%,-3.0%
CC1CCN(C(=O)CCCOc2ccc(Cl)cc2)CC1,0.5%,-0.3%,12.5,-1.8,1.6,8.7%,15.4,4.5%,0.0%,3.5%,0.9%
